Hck Nef HTS = human Hck-Nef kinase inhibition; Recombinant Hck-YEEI plus Nef, Z-Lyte FRET kinase assay; inhibition, % at 20 µM; 220,000 compounds, 0.68% hits;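 active = Hck-Nef kinase inhibition above about 50%, limit read from the data; inactive = inhibition below that limit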;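 also: 0% = DMSO with Hck plus Nef and 100% = Hck alone without Nef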
NPY2 pot ag = potentiators or agonists of human neuropeptide Y receptor Y2; P49146; 220,000 compounds, 0.45% hits; cells expressing NPY-Y2, potentiator/agonist read-out; activation, % at 3.6 µM; in the data active = activation above about 27%;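 also: cells stimulated with NPY near EC25 plus isoproterenol at EC100; 0% = vehicle plus submaximal agonist and 100% = vehicle plus saturating agonist; some results beyond the cut were filed as inactive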
Target sequence (P49146 whole entry, looked up): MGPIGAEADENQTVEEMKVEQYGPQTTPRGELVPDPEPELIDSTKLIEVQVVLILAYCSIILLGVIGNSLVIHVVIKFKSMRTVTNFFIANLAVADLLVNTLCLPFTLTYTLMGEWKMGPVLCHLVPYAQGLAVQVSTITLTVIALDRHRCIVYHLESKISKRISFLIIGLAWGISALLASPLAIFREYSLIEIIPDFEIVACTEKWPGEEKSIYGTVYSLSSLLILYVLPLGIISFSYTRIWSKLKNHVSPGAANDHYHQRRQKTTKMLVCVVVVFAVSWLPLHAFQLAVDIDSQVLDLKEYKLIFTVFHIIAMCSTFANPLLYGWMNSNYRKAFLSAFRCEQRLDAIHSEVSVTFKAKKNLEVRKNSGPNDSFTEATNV
MDM2 E3 inh = inhibitors of human Mdm2 E3 ubiquitin ligase; Q00987; cell-based MDM2 ubiquitination luciferase reporter, 2 h; 0 = plate control, 100 = twice control, blank-subtracted; signal enhancement, % at 5 µM; 210,000 compounds, 0.11% hits; AID 1230;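 active = signal enhancement of 30% or more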;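 also: luminescence tracks abundance of the self-degrading MDM2-luciferase fusion protein; higher signal means inhibition of MDM2 E3 ligase activity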
Target sequence (Q00987 whole entry, looked up, the tested form may be a part): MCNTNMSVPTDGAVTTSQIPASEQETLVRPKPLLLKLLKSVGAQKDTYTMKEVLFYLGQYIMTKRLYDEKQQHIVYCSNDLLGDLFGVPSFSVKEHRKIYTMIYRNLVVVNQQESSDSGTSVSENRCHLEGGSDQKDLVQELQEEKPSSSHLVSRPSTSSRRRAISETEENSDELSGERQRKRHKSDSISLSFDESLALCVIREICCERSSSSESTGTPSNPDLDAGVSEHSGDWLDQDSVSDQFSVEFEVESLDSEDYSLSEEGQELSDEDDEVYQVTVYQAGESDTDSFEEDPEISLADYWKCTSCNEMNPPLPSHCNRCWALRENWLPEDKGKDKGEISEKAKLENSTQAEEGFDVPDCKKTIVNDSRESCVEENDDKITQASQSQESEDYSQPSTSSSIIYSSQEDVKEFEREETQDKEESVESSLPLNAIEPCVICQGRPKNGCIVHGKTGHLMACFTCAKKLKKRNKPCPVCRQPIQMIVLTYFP
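Buffer or medium: Cells held in DMEM | Assay system: Stable mammalian line carrying autodegrading MDM2–luciferase fusion reporter | Quantity: 2000 cells/well | Times: 4 h settle plus 2 h compound, 37 °C | Doses: One concentration, 5 µM, with 0.2% DMSO | Technique: Luminescence with SteadyLite reagent, 15 min at room temperature | Benchmarks: Plate controls and plate blanks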
NPY1 pot ag = potentiates or activates human NPY-Y1 receptor | 220,000 compounds, 0.37% hits | NPY-Y1 expressing cells, potentiator/agonist activation | activation, % at 3.6 µM | AID 1304; in the data active = activation above about 33%, passing the limit was not always enough;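 also: cells stimulated with NPY at EC10 then isoproterenol at EC100; 0% = low agonist plus stimulus and 100% = saturating agonist plus stimulus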
Runt-CBFb FRET = blocks binding of human RUNX1 Runt domain to CBFb; Q01196+Q13951; Cerulean-Runt/Venus-CBFb FRET ratio 530/480, 1 h; inhibition, % at 20 µM; 220,000 compounds, 0.46% hits;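 active = inhibition over about 50% at 20 µM in the single-dose screen, limit read from the data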;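 also: 0% = DMSO wells and 100% = excess unlabeled CBFb competitor control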
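System: Cerulean-labeled Runt domain protein | Quantity: 100 nM of each labeled protein | Schedule: 1 h compound exposure, room temperature | Detection: Fluorescence energy transfer, 422 nm excitation, 530/480 nm emission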
Runt-SMMHC FRET = inhibitors of human RUNX1 Runt domain binding to CBFb-SMMHC; Cerulean-Runt/Venus-CBFb-SMMHC FRET ratio 530/480, 1 h; inhibition, % at 20 µM; 220,000 compounds, 0.74% hits;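 active = mean inhibition across duplicate retests at 20 µM reaching about 50%, limit read from the data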;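 also: 0% = DMSO wells and 100% = wells with excess untagged CBFb-SMMHC; inhibitors lower the FRET ratio by blocking Runt binding to CBFb-SMMHC; some results filed as inactive read as strong as hits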
RBBP9 inhibitor = human RBBP9 hydrolase inhibition; recombinant RBBP9, FP-Rh probe fluorescence polarization; inhibition, % at 7.94 µM; 220,000 compounds, 0.2% hits; AID 1515;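 active = inhibition above the campaign mean of all tested compounds plus 3 SD, cut at about 14% in these data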;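 also: plate controls were DMSO wells with RBBP9 for no effect and wells lacking RBBP9 protein for full effect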
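Measured by: FP readout at 525/598 nm; material: recombinant human RBBP9; also added: Serine-hydrolase probe FP-Rh, 375 nM pre-mixing; medium: Tris buffer pH 8.0, NaCl, Pluronic; replication: one well per compound; doses: one concentration, 7.94 µM nominal, 0.794% DMSO; timing: preincubation 30 min plus labeling 45 min at 25 °C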
NPY-Y1 antag = NPY-Y1 (human) receptor antagonism; P25929; HEK293-CNG Y1 cells, membrane potential fluorescence; NPY at EC95, then isoproterenol; inhibition, % at 3.6 µM; 200,000 compounds, 1% hits;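 active = inhibition above the campaign mean inhibition of all tested compounds plus 3 SD, cut at about 20% in these data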;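 also: 0% = DMSO wells given NPY plus isoproterenol and 100% = isoproterenol alone without NPY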
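Material: HEK293 cells co-expressing NPY Y1 receptor and cyclic-nucleotide gated channel. Timing: compound incubation 1 h at room temperature, readout 45 min post-stimulation. Signal: fluorescence, membrane potential probe.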
p97 inhibitor = human p97 ATPase inhibition | P55072 | recombinant p97 ATPase, Kinase-Glo ATP luminescence, 3 h | inhibition, % at 8 µM | 220,000 compounds, 0.42% hits | AID 1481; in the data active = inhibition above about 15%;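 also: 0% = DMSO vehicle and 100% = wells lacking enzyme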
An asterisk follows results filed as active; x = no result given.

The first 7 compounds as a preview:
entry	smiles	Hck Nef HTS	NPY2 pot ag	MDM2 E3 inh	NPY1 pot ag	Runt-CBFb FRET
1	C/C=C/c1cc(CN2CCN(c3ccccc3)CC2)c(O)c(OC)c1	-29	5	-12	-17	2
2	CS(=O)(=O)N(CCc1ccccc1)CC(=O)NCc1ccco1	1	9	-5	6	1
3	CCCn1c(N)c(N(CCOC)C(=O)/C=C/c2cccc(Cl)c2)c(=O)[nH]c1=O	-12	-7	-1	2	-1
4	Cc1csc2c(NC3CCN(Cc4ccccc4)CC3)ncnc12	21	-28	-16	16	1
5	CCCC(c1nnnn1CS(=O)(=O)c1ccc(C)cc1)N1CCN(c2ccc(F)cc2)CC1 (configuration not stated)	-1	-14	-14	-45	1
6	COc1ccc(OCC(=O)OCC(=O)N2CC(=O)Nc3ccccc32)cc1	5	-11	-15	14	0
7	Cc1ccc(-c2c[nH]c(=S)n2-c2ccccc2)cc1	16	4	-24	9	11

entry	Runt-SMMHC FRET	RBBP9 inhibitor	NPY-Y1 antag	p97 inhibitor
1	2	-3	3	-6
2	0	7	-6	-1
3	2	0	2	-1
4	-1	3	x	-2
5	-2	-4	-2	-8
6	8	-3	x	6
7	31	-11	5	-7

The list itself, previewed entries included:
entry	smiles	Hck Nef HTS	NPY2 pot ag	MDM2 E3 inh	NPY1 pot ag	Runt-CBFb FRET
1	C/C=C/c1cc(CN2CCN(c3ccccc3)CC2)c(O)c(OC)c1	-29	5	-12	-17	2
2	CS(=O)(=O)N(CCc1ccccc1)CC(=O)NCc1ccco1	1	9	-5	6	1
3	CCCn1c(N)c(N(CCOC)C(=O)/C=C/c2cccc(Cl)c2)c(=O)[nH]c1=O	-12	-7	-1	2	-1
4	Cc1csc2c(NC3CCN(Cc4ccccc4)CC3)ncnc12	21	-28	-16	16	1
5	CCCC(c1nnnn1CS(=O)(=O)c1ccc(C)cc1)N1CCN(c2ccc(F)cc2)CC1 (configuration not stated)	-1	-14	-14	-45	1
6	COc1ccc(OCC(=O)OCC(=O)N2CC(=O)Nc3ccccc32)cc1	5	-11	-15	14	0
7	Cc1ccc(-c2c[nH]c(=S)n2-c2ccccc2)cc1	16	4	-24	9	11
8	Cc1ccc(C)c(CSC2=NCCN2C(=O)Cc2ccc([N+](=O)[O-])cc2)c1	2	12	-5	12	1
9	CCCS(=O)(=O)N1CCN(C(=O)c2ccccc2F)CC1	0	8	-8	-6	0
10	Cc1noc(C)c1CSc1nc2sc(C)c(C)c2c(=O)n1C1CCCC1	2	-31	2	-59	-1

entry	Runt-SMMHC FRET	RBBP9 inhibitor	NPY-Y1 antag	p97 inhibitor
1	2	-3	3	-6
2	0	7	-6	-1
3	2	0	2	-1
4	-1	3	x	-2
5	-2	-4	-2	-8
6	8	-3	x	6
7	31	-11	5	-7
8	1	-8	4	1
9	-1	-4	-5	3
10	1	-6	6	3

More compounds:
entry	smiles	Hck Nef HTS	NPY2 pot ag	MDM2 E3 inh	NPY1 pot ag	Runt-CBFb FRET
11	CC(=O)Nc1cc2nn(-c3ccccc3)nc2cc1Cl	0	2	-40	-24	0
12	Clc1ccc(OCc2nnnn2-c2ccccc2)cc1	1	-5	-13	-12	3
13	CCCCCCCCS(=O)C1CCS(=O)(=O)C1 (configuration not stated)	0	-6	13	2	0
14	COc1cc(OC)cc(C(=O)NCCN2C(=O)S/C(=C\c3cccs3)C2=O)c1	-12	-11	5	-6	0
15	Cn1c(CC(=O)NCCO)c(Sc2ccccc2)c2ccccc21	3	2	6	4	0
16	COc1ccc(N2C(=S)NC3CS(=O)(=O)CC32)cc1 (configuration not stated)	0	-7	-2	13	1
17	CCCC(=O)O[C@]1(C(=O)CO)CC[C@H]2[C@@H]3CCC4=CC(=O)CC[C@]4(C)[C@H]3[C@@H](O)C[C@@]21C	-6	11	x	7	0
18	CSc1ccc(C(=S)N2CCN(CCO)CC2)cc1	3	10	-14	5	47
19	O=C(NCCC1=CCCCC1)C1CCN(C(=O)Nc2ccccc2)CC1	1	0	6	4	-1
20	CCOC(=O)C(C)Sc1cc(CS(=O)(=O)c2ccccc2)nc(-c2ccccc2)n1 (configuration not stated)	1	-16	-14	-30	-1

entry	Runt-SMMHC FRET	RBBP9 inhibitor	NPY-Y1 antag	p97 inhibitor
11	1	-1	6	0
12	-6	-4	5	4
13	2	-7	-3	-2
14	-1	-1	3	3
15	1	-8	7	-2
16	-9	-6	x	7
17	1	3	-3	0
18	33	-7	1	1
19	-1	-10	1	-5
20	-2	-8	14	-3

(continued)
entry	smiles	Hck Nef HTS	NPY2 pot ag	MDM2 E3 inh	NPY1 pot ag	Runt-CBFb FRET
21	COc1ccc(NC(=O)CN2CCN(CC(=O)Nc3ccccc3F)CC2)c(OC)c1	1	13	-10	18	-2
22	Cc1ccc(S(=O)(=O)N2CCOC2CNC(=O)C(=O)NCCc2c[nH]c3ccccc23)cc1 (configuration not stated)	17	0	-13	9	0
23	COC(=O)c1ccc(C(=O)OC)c(NC(=O)COC(=O)c2ccccc2OC)c1	5	2	-23	-21	-5
24	COc1cccc(CN2CCNC(=O)C2CC(=O)NCCCn2ccnc2)c1 (configuration not stated)	-5	-17	-23	11	4
25	CC(C)CCc1noc(CN(C)CC2CCN(Cc3ccccc3)CC2)n1	1	-14	-7	-1	0
26	COC(=O)CSc1nnc(-c2ccoc2C)n1-c1ccc(C)cc1	-2	-8	-10	-11	0
27	CCOc1cc(C(=O)NCc2ccncc2)cc(OCC)c1OCC	-1	-4	-5	-18	-2
28	O=C(O)CCCCCNC(=O)/C=C/c1ccco1	19	-5	-8	5	x
29	COc1ccc2c(c1)c(C(C)=O)c(C)n2-c1ccccc1	-10	2	-14	5	3
30	COc1ccc(Nc2nc3ccccc3nc2NS(=O)(=O)c2ccc(NC(C)=O)cc2)cc1	20	13	-2	26	4

entry	Runt-SMMHC FRET	RBBP9 inhibitor	NPY-Y1 antag	p97 inhibitor
21	3	-14	-3	-1
22	1	-8	-1	2
23	-2	-8	2	1
24	-4	4	x	4
25	2	0	6	0
26	3	-11	-1	-9
27	-1	3	-7	2
28	x	2	9	2
29	-2	0	-1	4
30	7	-9	x	2

(listing goes on)
entry	smiles	Hck Nef HTS	NPY2 pot ag	MDM2 E3 inh	NPY1 pot ag	Runt-CBFb FRET
31	COc1ccc(N2C(=O)CC(N3CCC(O)(c4cccc(C(F)(F)F)c4)CC3)C2=O)cc1 (configuration not stated)	2	-10	-14	-14	1
32	O=C(c1ccc(S(=O)(=O)Nc2ccccc2)cc1)N1CCOCC1	1	5	-13	4	1
33	Cc1ccc([N+](=O)[O-])cc1N	4	-4	-5	-6	-1
34	COc1ccc(S(=O)(=O)N2CN(CCc3ccc(OC)c(OC)c3)c3nc4ccccc4nc32)cc1	5	3	-8	13	1
35	O=c1c2c3c(sc2nc2n1CCCCC2)CCCC3	14	12	-23	2	27
36	Cc1ccc(S(=O)(=O)NCC(=O)N(CC(=O)NCc2ccco2)Cc2ccc3c(c2)OCO3)cc1	3	-21	-11	-32	0
37	Cc1cccn2c(=O)c3cc(S(=O)(=O)c4ccccc4)c(=N)n(CC4CCCO4)c3nc12 (configuration not stated)	25	1	-8	13	12
38	OCCC#Cc1ccc(CN2CCN(Cc3ccsc3)C(CCO)C2)cc1 (configuration not stated)	6	9	-4	0	-2
39	O=C(Nc1cccc2nsnc12)c1ccc(F)cc1	7	-24	6	20	-1
40	CCCc1[nH]n(-c2nc3ccccc3s2)c(=O)c1C=NCCCN(CC)CC	22	4	-4	23	2

entry	Runt-SMMHC FRET	RBBP9 inhibitor	NPY-Y1 antag	p97 inhibitor
31	3	-5	4	2
32	2	1	-2	13
33	-2	0	-5	-1
34	0	-6	3	0
35	13	0	3	1
36	-3	-8	17	-4
37	81*	-7	x	-1
38	2	-3	4	0
39	-8	1	-3	1
40	3	-1	3	-7

(listing goes on)
entry	smiles	Hck Nef HTS	NPY2 pot ag	MDM2 E3 inh	NPY1 pot ag	Runt-CBFb FRET
41	O=C(NC(c1ccccc1)c1ccccn1)c1cccc([N+](=O)[O-])c1 (configuration not stated)	-5	4	6	-1	-1
42	CCN1C(=O)c2ccccc2S(=O)(=O)c2ccc(C(=O)NCc3cccnc3)cc21	20	-3	-10	-10	1
43	Cn1c(N)c(C(=O)COC(=O)COc2ccc3ccccc3c2)c(=O)n(C)c1=O	23	-29	-4	-28	-1
44	c1ccc(-c2nc3ccccc3nc2N2CCOCC2)cc1	4	-3	8	-4	0
45	O=C(CCn1c(=S)oc2ccccc21)Nc1ccccc1F	14	-13	-6	1	0
46	Cc1nc(C)c(NC(=O)OC(C)C)cc1NC(=O)OC(C)C	17	0	-7	15	0
47	CCc1ccc2c(c1)C1(NN=C(c3ccccc3)S1)C(=O)N2 (configuration not stated)	10	2	21	-28	12
48	CN(C(=O)CSC1=NC2C(N=N1)c1cc(Br)ccc1N2C)C1CCCCC1 (configuration not stated)	43	-2	-12	8	x
49	O=C1CSC(=S)N1CC1CCCO1 (configuration not stated)	0	-8	-10	0	-4

entry	Runt-SMMHC FRET	RBBP9 inhibitor	NPY-Y1 antag	p97 inhibitor
41	-2	-2	12	3
42	2	-1	1	3
43	-3	-9	17	-1
44	2	-11	-4	1
45	0	-4	-6	-1
46	2	-10	1	5
47	16	4	-1	4
48	x	-6	1	2
49	-1	-20	3	2
